Assay outcomes from PubChem BioAssay.
RmlCD inh 1536: M. tuberculosis RmlC/RmlD coupled enzyme inhibitors, primary screen, biochemical, compound mixtures, 384-well, from 1536-well plates; dTDP-4-dehydrorhamnose reductase (Mycobacterium tuberculosis (strain ATCC 25618 / H37Rv)) …; RmlC+RmlD coupled enzyme assay, percent inhibition; primary screen in compound mixtures; inhibition, % at 3.6 µM; actives 0.03% (n = 160,000); in the data active = inhibition mostly above about 34%, no sharp cut-off; also: some results filed as inactive read as strong as hits
Target sequence (P9WH09 whole entry, looked up): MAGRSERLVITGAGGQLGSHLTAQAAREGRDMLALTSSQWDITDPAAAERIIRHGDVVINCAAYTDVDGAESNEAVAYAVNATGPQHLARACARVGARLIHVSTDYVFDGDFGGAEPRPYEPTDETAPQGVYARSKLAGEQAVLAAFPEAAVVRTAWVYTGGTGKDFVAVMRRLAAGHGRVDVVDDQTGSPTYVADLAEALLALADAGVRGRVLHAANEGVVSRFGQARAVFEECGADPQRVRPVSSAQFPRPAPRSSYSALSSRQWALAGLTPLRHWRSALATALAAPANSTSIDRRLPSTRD
Target sequence (P9WH11 whole entry, looked up): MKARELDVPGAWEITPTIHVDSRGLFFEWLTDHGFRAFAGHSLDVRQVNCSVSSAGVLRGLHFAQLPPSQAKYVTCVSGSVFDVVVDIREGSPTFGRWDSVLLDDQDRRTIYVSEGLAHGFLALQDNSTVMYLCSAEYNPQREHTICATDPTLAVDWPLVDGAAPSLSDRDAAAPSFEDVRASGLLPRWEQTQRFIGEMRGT
M. tuberculosis GlmU: inhibition of mycobacterial GlmU enzyme – biochemical, glucosamine-1-phosphate acetyltransferase (AID 1376); M. tuberculosis GlmU acetyltransferase enzyme assay; higher % means a stronger effect; Bifunctional protein GlmU (Mycobacterium tuberculosis (strain ATCC 25618 / H37Rv)); actives 0.25% (n = 220,000); inhibition, %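 (tested at 30 µM in the primary screen)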, or IC50 in µM where a hit was titrated; in the data active = inhibition above about 13%;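 also: 0% = complete reaction with vehicle and 100% = reaction without substrate; strong numbers were not always called active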
The depositor's hits bear a star; · = no result given.

SMILES	RmlCD inh 1536	M. tuberculosis GlmU
CC(=O)Nc1ccc(NC(=O)CN(c2cccc(C)c2)S(C)(=O)=O)cc1	-5.1	-2.9%
COc1ccc(C(=O)c2c[nH]c(C(=O)NCCCN3CCOCC3)c2)cc1	-15.9	-9.9%
CCOC(=O)N1CCN(C(=O)CCCOc2ccccc2)CC1	12.4	-3.3%
OCc1nc2ccccc2n1CC(O)Cn1ccc2ccccc21 (stereo unspecified)	13.6	-2.0%
CC(C)NC(=O)c1ccccc1NC(=O)/C=C/c1ccc([N+](=O)[O-])cc1	·	-1.4%
CCCNS(=O)(=O)c1cc(Cl)ccc1OC	12.9	3.3%
CCOC(=O)COc1ccc(Cl)cc1C1NC(=O)NC(C)=C1C(C)=O (stereo unspecified)	-4.7	-2.5%
CCCCN=C1NN=C(c2cccc([N+](=O)[O-])c2)CS1	3.7	3.3%
CC(C)CNC(=O)c1cccc(NC(=O)CSc2ccccc2)c1	5.7	3.1%
Cc1ccc(C(NC(=O)N2CC(C)OC(C)C2)C(Cl)Cl)cc1F (stereo unspecified)	-8.2	-2.9%
CCOc1nc(SCCOc2ccccc2)nc(N(C)C)n1	2.6	-0.5%
Cc1ccc(/C=C2\C(=O)NC(=O)N(CCc3ccc(F)cc3)C2=O)s1	-4.7	-7.2%
O=C(Nc1ccc(N2CCOCC2)cc1)C1CC(O)CN1S(=O)(=O)c1ccc(Cl)cc1 (stereo unspecified)	7.8	7.0%
CCCCCn1ccc(=O)c2c(C(F)(F)F)nccc21	·	5.0%
COc1cccc(N2C(=O)C(CC(=O)Nc3ccc(F)cc3)N(C3CCCCC3)C2=O)c1 (stereo unspecified)	-4.6	-1.0%
COc1cccc(C(=O)/C=C/Nc2ccc(S(=O)(=O)Nc3ccc(C(C)=O)cc3)cc2)c1	1.3	3.0%
Cc1ccc(CCNC(=O)C2CCN(C(=O)c3sccc3-n3cccc3)CC2)cc1	·	2.8%
CSc1ccccc1C(=O)NC1CC2CCC1C2 (stereo unspecified)	-6.8	-6.5%
C=CCNC(=O)c1c(N)n(Cc2ccco2)c2nc3ccccc3nc12	7.5	-1.6%
COc1ccc(S(=O)(=O)Nc2ccc(F)c(F)c2)cc1Cl	·	-4.2%
C/C=C/C(=O)OCC(=O)Nc1cc([N+](=O)[O-])ccc1Cl	·	2.2%
O=C1C2CCCN2C(c2cccs2)N1c1ccccn1 (stereo unspecified)	10.6	-4.4%
O=C(O)CCCCCNS(=O)(=O)c1cccc2c1C(=O)c1ccccc1C2=O	7.6	2.3%
COc1ccc(C2(C)NC(=O)N(CC(=O)NCCC3=CCCCC3)C2=O)cc1OC (stereo unspecified)	·	-7.9%
CCCCNC(=O)c1onc(CSc2cccc(OC)c2)c1C(=O)O	-2.2	-0.6%
CC(C)CC(=O)Nc1ccc2c(c1)oc1ccccc12	8.3	3.8%
O=C(Nc1ccc2c(c1)OCO2)C1CCN(c2ccc(S(=O)(=O)N3CCOCC3)cc2)CC1	5.4	-11.6%
O=C(CCCCCn1c(=S)[nH]c2ccc(N3CCOCC3)cc2c1=O)NCc1ccc2c(c1)OCO2	3.3	3.2%
NC1=NC(c2ccc(Cl)cc2)C(C(=O)c2ccccc2)N1 (stereo unspecified)	-0.3	1.8%
Nc1ccccc1-c1nnc(SCc2ccccc2F)[nH]c1=O	·	3.0%

As a working copy, 16 of the compounds above.
SMILES	RmlCD inh 1536	M. tuberculosis GlmU
CCOc1nc(SCCOc2ccccc2)nc(N(C)C)n1	2.6	-0.5%
Cc1ccc(/C=C2\C(=O)NC(=O)N(CCc3ccc(F)cc3)C2=O)s1	-4.7	-7.2%
O=C(Nc1ccc(N2CCOCC2)cc1)C1CC(O)CN1S(=O)(=O)c1ccc(Cl)cc1 (stereo unspecified)	7.8	7.0%
CCCCCn1ccc(=O)c2c(C(F)(F)F)nccc21	·	5.0%
COc1cccc(N2C(=O)C(CC(=O)Nc3ccc(F)cc3)N(C3CCCCC3)C2=O)c1 (stereo unspecified)	-4.6	-1.0%
COc1cccc(C(=O)/C=C/Nc2ccc(S(=O)(=O)Nc3ccc(C(C)=O)cc3)cc2)c1	1.3	3.0%
Cc1ccc(CCNC(=O)C2CCN(C(=O)c3sccc3-n3cccc3)CC2)cc1	·	2.8%
CSc1ccccc1C(=O)NC1CC2CCC1C2 (stereo unspecified)	-6.8	-6.5%
C=CCNC(=O)c1c(N)n(Cc2ccco2)c2nc3ccccc3nc12	7.5	-1.6%
COc1ccc(S(=O)(=O)Nc2ccc(F)c(F)c2)cc1Cl	·	-4.2%
C/C=C/C(=O)OCC(=O)Nc1cc([N+](=O)[O-])ccc1Cl	·	2.2%
O=C1C2CCCN2C(c2cccs2)N1c1ccccn1 (stereo unspecified)	10.6	-4.4%
O=C(O)CCCCCNS(=O)(=O)c1cccc2c1C(=O)c1ccccc1C2=O	7.6	2.3%
COc1ccc(C2(C)NC(=O)N(CC(=O)NCCC3=CCCCC3)C2=O)cc1OC (stereo unspecified)	·	-7.9%
CCCCNC(=O)c1onc(CSc2cccc(OC)c2)c1C(=O)O	-2.2	-0.6%
CC(C)CC(=O)Nc1ccc2c(c1)oc1ccccc12	8.3	3.8%

Other compounds.
SMILES	RmlCD inh 1536	M. tuberculosis GlmU
COc1ccc(-n2cc(C(=O)Nc3cc([N+](=O)[O-])ccc3OC)c3ccccc3c2=O)cc1	-5.9	-1.9%
Nc1cc(-c2ccc(Br)cc2)nn1Cc1ccccc1	7.0	2.8%
Cc1ccc(Nc2nc(N)nc(CN3CCN(Cc4ccc5c(c4)OCO5)CC3)n2)cc1	-9.1	-2.7%
S=c1[nH]nc([C@@H]2C[C@H]2c2ccccc2)n1-c1ccccc1Cl	-0.3	2.1%
CCCCC(NC(=O)c1ccccc1)C(=O)OCC(=O)N1c2ccccc2Sc2ccccc21 (stereo unspecified)	25.4	2.9%
COc1ccccc1C(c1nnnn1C(C)(C)C)N1CCCc2ccccc21 (stereo unspecified)	-6.9	·
Cc1n[nH]c(C)c1S(=O)(=O)N1CCOCC1	-6.5	-7.0%
Cc1ccc(NC(=S)NC2CC3CCC(C2)N3Cc2ccco2)c(C)c1 (stereo unspecified)	3.5	3.4%
N#CCCN(C(=O)COC(=O)c1ccc(CNS(=O)(=O)c2ccc(F)c(Cl)c2)cc1)c1ccc(F)cc1	4.5	-5.4%
O=C(Cc1ccc(Cl)cc1)NC1CC1	·	-0.9%
C/C(NCc1ccccc1)=C(\C#N)C(=O)NCc1ccccc1	9.7	-1.8%
O=C(c1cc(Cl)cc(Cl)c1)N1CCN(c2cc(C(F)(F)F)nc3ccccc23)CC1	0.8	0.5%
CC(=O)c1c(C)[nH]c(C(=O)Nc2ccc(C)c(S(=O)(=O)Nc3ccc(C)cc3C)c2)c1C	·	4.7%
N#Cc1c(SCC(=O)O)nc(N2CCOCC2)c2c1CCCC2	8.0	6.4%
COc1ccccc1N/N=C1\COC(C)(C)CC1=O	-2.0	-3.4%
COC(=O)C1(CCSC)NC(c2ccc(O)cc2)C2C(=O)N(c3ccc4c(c3)OCCO4)C(=O)C21 (stereo unspecified)	0.0	-0.1%
COc1ccccc1C(=O)N1CCN(c2cccc(Cl)c2)CC1	16.6	3.5%
FC(F)Oc1ccc(-c2csc(Cc3nnc4n3CCCCC4)n2)cc1	-2.5	-5.3%
O=C1CC(C(=O)Nc2ccccc2)S/C(=N\NC(=O)c2ccccc2Cl)N1 (stereo unspecified)	-2.1	3.6%
O=C1CCCC/C1=C\Nc1ccc(S(=O)(=O)Nc2cnc3ccccc3n2)cc1	-5.9	5.9%
COc1ccc(/C=N/OCC(=O)NCc2cccs2)c(OC)c1	95.3	-4.6%
O=C(NCc1cccnc1)c1ccc(NC(=O)c2ccco2)cc1	-6.0	2.4%
Cc1ccc(O)c(C(=O)c2cc(C#N)c3nc4ccccc4n3c2)c1	-0.4	-1.8%
CC(=O)C1=C(Nc2ccccc2)CC(C)(O)C(C(C)=O)C1c1ccccc1 (stereo unspecified)	-13.7	2.8%
C=CC1CN2CCC1CC2c1[nH]c2ccccc2c1CCO (stereo unspecified)	7.4	-1.3%
CCN(CC)CCNc1ccc2nnc(CCNS(=O)(=O)c3ccc(C)cc3)n2n1	1.4	0.7%
Cc1ccc(NC(=O)CSc2ncnc3ccccc23)cc1S(=O)(=O)N1CCCCCC1	-3.2	-5.5%
O=C(COc1ncnc2ccccc12)N1CCN(C(=O)c2ccco2)CC1	-45.8	0.0%
CCOc1ccc(Nc2nc(N)nc(CSC(=S)N3CCOCC3)n2)cc1	10.7	3.4%
CCOC(=O)Cc1csc(SCC(=O)NC2CCCC(C)C2C)n1 (stereo unspecified)	13.4	-8.2%
CC1(C)c2[nH]c3ccccc3c2C[C@@H]2C(=O)N(Cc3ccccc3F)C(=O)N21	·	0.6%
Cc1ccc(OCCN2C(=O)c3ccccc3C2=O)c(C)c1	-10.2	1.6%
Cc1cc(C)c(S(=O)(=O)c2c(C)cccc2C)c(OCC(C)C)n1	15.6	5.3%
Cc1cc(C)cc(N(C(=O)c2ccc(Br)o2)C2C=CS(=O)(=O)C2)c1 (stereo unspecified)	8.0	-3.8%
COc1ccc(-c2ncccc2OC(=O)C23CC4CC(CC(C4)C2)C3)cc1OC	-4.7	-4.6%
O=C(COc1ncnc2ccccc12)Nc1cc([N+](=O)[O-])ccc1F	9.8	·
Cc1ccc(Nc2nnc(SCC(=O)Nc3ncc(S(=O)(=O)c4ccc([N+](=O)[O-])cc4)s3)s2)cc1	5.8	0.4%
Cc1ccc(C(=O)COc2cccc(NC(=O)c3ccco3)c2)cc1	8.8	-4.2%
CC(C)(O)C#Cc1ccc(C(=O)NC(CCCNC(N)=O)C(=O)O)s1 (stereo unspecified)	-7.9	0.2%
O=C(O)CC(Cn1[nH]nnc1=S)c1ccccc1 (stereo unspecified)	6.6	0.0%
COc1ccc(C(=O)COc2ccc3ccc(=O)oc3c2)cc1	1.6	-4.0%
CC1(C)COCN1C(=O)c1ccc(Cl)c(Cl)c1	2.1	-4.4%
Cn1cc(SCC(=O)O)c2ccccc21	-48.4	1.3%
O=C(CNC(=O)c1ccc(Cl)cc1Cl)OCc1nc2ccccc2s1	13.3	-3.2%
CC(NC(=O)c1cccs1)C(c1cccs1)N1CCN(c2ccccc2)CC1 (stereo unspecified)	·	1.7%
C=C(C)Cn1c(-c2ccc(OC)cc2)nc2ccccc21	-2.0	1.9%
CC(C)(C)c1ccc(CN2N=C(/C=C/c3ccccc3)CCC2=O)cc1	5.5	0.2%
O=C(CCCN1C(=O)c2ccccc2C1=O)N1CCCCC1	·	-3.6%
Cc1c(C(=O)N2CCC3(CC2)OCCO3)oc2ccccc12	8.0	1.4%
COc1ccc(CC(=O)Nc2ccc(-c3noc(-c4ccc(Cl)cc4)n3)cc2)cc1	·	-1.6%
Cc1ccc(F)cc1NC(=O)N1c2ccccc2NC(=O)CC1C (stereo unspecified)	-19.3	-3.6%
CC(=O)/C(N=Nc1ccc(SC(F)F)cc1)=C(\C)O	-9.3	-3.6%
CCOC(=O)c1ccc(N2C(=O)CC(NC3CCN(C(=O)c4cccc(Cl)c4)CC3)C2=O)cc1 (stereo unspecified)	7.5	0.6%
O=c1ccc(=O)n2n1CC(O)C2	-10.5	0.7%
Cn1c(SCc2ccccc2)nc2ccsc2c1=O	-7.1	1.6%
COc1ccc(NC(=O)Nc2ccc3nonc3c2)cc1	·	-5.0%
O=C(O)C1CCCCC1C(=O)Nc1nccs1 (stereo unspecified)	·	7.5%
S=C(Nc1ccccc1)N(Cc1ccccc1)Cc1ccncc1	·	-3.4%
CC1=C(C(=O)NCCCOC(C)C)C2(CCC(C)CC2)OC1=O (stereo unspecified)	-4.6	6.8%
Cc1cc(C)c2nc(N3CCC(C(=O)N4CCCC4)CC3)sc2c1	-6.4	-0.6%

Next section:
SMILES	RmlCD inh 1536	M. tuberculosis GlmU
OC[C@H]1O[C@@H](Oc2cc(O)cc(/C=C/c3ccc(O)cc3)c2)[C@H](O)[C@@H](O)[C@@H]1O	4.4	3.6%
CS(=O)(=O)N1CCN(c2ccc([N+](=O)[O-])c(SCc3ccco3)c2)CC1	-3.6	-2.6%
COc1ccc(-c2nc(NC(=O)c3ccc(OCC(=O)N4CCOCC4)c(OC)c3)sc2C)cc1	4.7	-2.5%
CCCCCn1c(C(Cc2ccccc2)NC(=O)COC)nc2ccccc21 (stereo unspecified)	1.1	-3.0%
Clc1cccc(OCCn2cncn2)c1Cl	-7.3	-6.2%
CCN(CC)c1ccc2cc(/C(N)=N/NC(=O)c3cccs3)c(=O)oc2c1	-5.6	-2.5%
Cc1ccc(NC(=O)c2c(C)nn(-c3ccccc3)c2Cl)c(C)c1	104.0	1.7%
CCSc1nc2ccccc2n1C(=O)/C=C\c1ccc(OC)c(OC)c1	2.5	0.5%
Nc1c(C(=O)c2ccc(Cl)cc2)sc2nsc(SCCN3CCOCC3)c12	3.3	-0.6%
CCCCn1c(=O)[nH]c(=O)c2c1nc(-c1ccc(-c3ccc(F)cc3)o1)n2C	-11.3	3.0%
CCOC(=O)C1=C(c2ccccc2)Nc2ncnn2C1c1ccc(O)cc1 (stereo unspecified)	·	-4.8%
O=C(O)/C(=C\c1ccco1)NC(=O)c1cccc2ccccc12	11.3	2.9%
COc1ccc(OC)c(C(=O)CC2OC(=O)c3ccccc32)c1 (stereo unspecified)	·	6.7%
CC1CCCC(C)N1CCNC(=O)C1CCN(S(=O)(=O)N2CCCCC2)CC1 (stereo unspecified)	·	-3.1%
O=C(CCc1ccccc1)Nc1cc(C(=O)O)cc(C(=O)O)c1	-11.2	8.4%
CCOc1ccc(CC(C(=O)NN)C(=O)NN)cc1CN(C)C	·	6.7%
COc1ccc(OC)c(NC(=O)c2ccccc2NS(=O)(=O)c2cccc3cccnc23)c1	-7.5	0.6%

An excerpt; rates above refer to the full screens.
